TRPC6 act: mouse TRPC6 channel activators, primary screen, cell-based, HEK293, membrane potential dye | HEK293-TRPC6 membrane potential dye fluorescence; hits give high values | B-score at 10 µM | hit rate 0.13% among 310,000;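 active means B-score of the integrated fluorescence ratio above library mean plus 3 SD, and starting fluorescence ratio within library mean plus 5 SD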;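 further: higher score means more depolarization so channel activation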
Target sequence (Q61143 whole entry, looked up): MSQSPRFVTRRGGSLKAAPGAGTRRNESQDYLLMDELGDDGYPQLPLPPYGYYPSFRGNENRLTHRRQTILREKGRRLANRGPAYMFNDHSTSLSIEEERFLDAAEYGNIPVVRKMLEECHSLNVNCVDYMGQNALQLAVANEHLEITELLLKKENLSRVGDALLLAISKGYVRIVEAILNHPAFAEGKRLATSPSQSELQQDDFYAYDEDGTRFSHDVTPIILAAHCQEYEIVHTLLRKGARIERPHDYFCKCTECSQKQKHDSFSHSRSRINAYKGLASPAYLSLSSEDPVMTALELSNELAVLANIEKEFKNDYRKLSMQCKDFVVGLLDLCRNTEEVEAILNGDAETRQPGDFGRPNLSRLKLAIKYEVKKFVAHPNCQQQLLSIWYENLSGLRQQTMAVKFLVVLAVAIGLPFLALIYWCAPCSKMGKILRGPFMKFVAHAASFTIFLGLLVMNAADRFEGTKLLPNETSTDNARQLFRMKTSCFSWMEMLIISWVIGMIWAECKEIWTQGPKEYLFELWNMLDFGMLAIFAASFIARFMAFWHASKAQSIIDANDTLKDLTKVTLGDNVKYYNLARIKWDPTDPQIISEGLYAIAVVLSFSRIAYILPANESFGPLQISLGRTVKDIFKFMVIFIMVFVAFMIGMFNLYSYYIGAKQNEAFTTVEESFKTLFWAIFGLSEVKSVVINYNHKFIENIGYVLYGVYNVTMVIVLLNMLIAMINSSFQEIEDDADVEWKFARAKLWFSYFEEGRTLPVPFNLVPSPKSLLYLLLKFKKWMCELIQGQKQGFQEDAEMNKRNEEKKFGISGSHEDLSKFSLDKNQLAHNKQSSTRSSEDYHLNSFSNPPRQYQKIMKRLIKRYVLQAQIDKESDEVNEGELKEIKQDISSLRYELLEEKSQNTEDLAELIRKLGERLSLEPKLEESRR
MrgX1 allo act: positive allosteric modulators of MrgX1, primary screen, HEK293 cells, Fluo-4 calcium flux | hit rate 0.63% among 310,000 | FDSS; hits give high values | Mas-related G-protein coupled receptor member X1 (Homo sapiens), Q96LB2 | AID 588675, 2011 | B-score at 10 µM;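 active means plate-corrected calcium response at least 3 library SD above typical, normal starting fluorescence, not activating the receptor alone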;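 further: compound read alongside a low EC10 to EC30 dose of BAM8-22 agonist; peak minus trough fluorescence over baseline measured at the second addition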
HIF act: HIF pathway transcriptional activators, primary screen, cell-based, U2OS HRE-luciferase, luminescence; U2OS HRE-luciferase reporter; normalized: DMSO 0%, desferrioxamine 100%; activation, % at 7.5 µM (by protocol); hit rate 0.32% among 300,000;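 active means mean activation of at least 10% of the iron chelator positive control signal, with at least half of replicates also reaching 10%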
PolyA inhibitor: polyadenylation inhibitors in yeast reporter cells, primary screen, luminescence, S. cerevisiae; S. cerevisiae SKY197-pL101 polyadenylation reporter, beta-gal luminescence; efflux-impaired pdr1/pdr3 knockout yeast; score 100 = 6 SD above DMSO; calls only at 12 µM; hit rate 0.02% among 300,000; AID 1875, 2009;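 active means lowest replicate activity score at least 50, where 100 means six control SD above control mean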;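 further: yeast exposed to compound for 9 h at 30 °C; higher score means more reporter readthrough which indicates perturbed polyadenylation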
AI-2 QS mod: Vibrio harveyi AI-2 quorum sensing modulators, primary screen, JMH597 strain, luminescence/OD600 ratio; Vibrio harveyi JMH597 AI-2 luminescence/OD600 ratio, 9 h; hits give low values; strain lacks LuxN and CqsS sensors; 0 = neutral-control median; activity change, % at 7.5 µM; hit rate 0.4% among 300,000; AID 2094, 2009; in the data active means activity change below about -75%, passing the limit was not always enough;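 further: luminescence divided by OD600 gain over 9 h not by final OD600 alone; inactives centre near 13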
TRPC4 agonist: activators of mouse TRPC4 channel, primary screen, Fluo4 calcium, HEK293 TRPC4beta/mu-opioid cells | Short transient receptor potential channel 4 (Mus musculus), Q9QUQ5 | Fluo4 calcium fluorescence; hits give high values | B-score at 10 µM | hit rate 0.49% among 310,000 | AID 2237, 2010;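 active means B-score above 5 SD of library B-scores, and initial fluorescence ratio not above library mean plus 5 SD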;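 further: positive B-score marks a calcium rise read as TRPC4 activation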
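System: HEK293 cells stably co-expressing mouse TRPC4beta and mu-opioid receptor; Schedule: Fluo4 dye loading 45 min at room temperature, 110 s recording; Detection: Fluo4 fluorescence, kinetic; Evaluation: B-scored integrated calcium fluorescence ratio; Controls: buffer (low) and maximal DAMGO (high).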
TRPC6 inh: mouse TRPC6 channel inhibitors, primary screen, cell-based, HEK293, membrane potential dye; B-score at 10 µM; AID 2553, 2010; ACh-evoked depolarization; hits give low values; hit rate 1.1% among 310,000; Short transient receptor potential channel 6 (Mus musculus), Q61143;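 active means B-score under library mean minus 3 SD, initial fluorescence not abnormally high, positive integrated signal ratio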;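 further: B-score derived from integrated fluorescence ratio over the kinetic read; more negative B-score means stronger inhibition of depolarization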
TRPC4 inh: inhibitors of mouse TRPC4 channel, primary screen, Fluo4 calcium, HEK293 TRPC4beta/mu-opioid cells; Short transient receptor potential channel 4 (Mus musculus), Q9QUQ5; DAMGO-evoked Fluo4 calcium flux; hits give low values; B-score at 10 µM; hit rate 0.39% among 300,000;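 active means B-score over 3 SD under the library average, no early fluorescence shift, positive overall ratio signal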
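Assay system: TRPC4beta/mu-opioid receptor HEK293 cell line; compound dosing: single concentration per test compound; detection: Fluo4 Ca2+ flux fluorescence; evaluation: per-well B score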
MrgX1 antagonist: antagonists of human MrgX1 receptor, primary screen, HEK293 cells, Fluo-4 calcium flux. B-score at 10 µM. BAM8-22 antagonism; hits give low values. hit rate 1.3% among 310,000. AID 588676, 2011;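 active means calcium-response B-score plate-corrected more than 3 library SD below zero, starting fluorescence within 5 deviations, no agonist response on first addition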;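 further: peak minus trough fluorescence over baseline after final BAM8-22 challenge near maximal dose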
MrgX1 ag: agonists of human MrgX1 receptor, primary screen, HEK293 cells, Fluo-4 calcium flux; hit rate 0.44% among 310,000; AID 588627, 2011; B-score at 10 µM; Fluo-4 calcium fluorescence, agonist mode; hits give high values; Mas-related G-protein coupled receptor member X1 (Homo sapiens), Q96LB2;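 active means calcium response B-score plate-corrected fluorescence ratio at least 3 library SD, with starting fluorescence B-score inside 5 SD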
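Test system: HEK293 cells stably expressing human MrgX1 receptor; amount: 15,000 cells per well; doses: compound delivered in addition one of three; times: overnight plating before 1 h dye loading; detection: Fluo-4 NW calcium-flux fluorescence, kinetic read; read-out basis: B-scored fluorescence response ratio; controls: positive and negative controls per plate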
TRPC4 potent: positive allosteric modulators of TRPC4, primary screen, cell-based, mouse TRPC4beta, HEK293 mu-opioid, Fluo-4 calcium | hit rate 0.42% among 310,000 | DAMGO EC20, Fluo-4 Ca2+ flux; hits give high values | Short transient receptor potential channel 4 (Mus musculus), Q9QUQ5 | AID 2227, 2009 | B-score at 10 µM;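 active means B-score of calcium response area above 5 SD of library B-scores, with initial fluorescence ratio within 5 SD of library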;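 further: B-score of integrated fluorescence ratio over time as area under calcium response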
Starred values were filed as active, the others as inactive; i = inactive; . = not tested or not shown.

compound	TRPC6 act	MrgX1 allo act	HIF act	PolyA inhibitor	AI-2 QS mod	TRPC4 agonist	TRPC6 inh	TRPC4 inh	MrgX1 antagonist	MrgX1 ag	TRPC4 potent
CCOC(=O)c1ccc2c(c1)sc(=NC(=O)c1ccco1)n2CCOC	i	i	0.7	i	13.8	i	i	i	i	i	i
O=C1CCCC2=C1C(c1ccc(O)c(Br)c1)C1=C(CCCC1=O)N2c1ccccc1	i	i	-0.7	.	16.9	i	i	i	i	i	i
CC(=O)N1CCc2ccc(S(=O)(=O)Nc3ccccc3Cl)cc21	i	i	0.0	i	4.8	i	i	i	i	i	i
O=C(c1cccc(N2CCNC2=O)c1)N1CCCC(Nc2cccc(F)c2)C1 (configuration not stated)	i	i	0.5	i	2.7	i	i	i	i	i	i
CCC(N)C12CC3CC(CC(O)(C3)C1)C2 (configuration not stated)	i	i	-0.3	i	-11.1	i	i	i	i	i	i
CCN1CCN(S(=O)(=O)c2ccc(Cl)c(C(=O)Nc3ccccc3N3CCCCC3)c2)CC1	i	i	-0.7	i	0.1	i	i	i	i	i	i
COC(=O)CC/C(=N/Nc1ccc(Cl)c(Cl)c1)C(=O)OC	i	i	0.1	i	27.4	i	i	i	i	i	i
CSc1ccc(Cl)c(C(=O)Nc2ccc(C)cn2)c1	i	i	2.6	i	15.2	i	i	i	i	i	i
CS(=O)(=O)c1nc(-c2ccc(Br)cc2)n[nH]1	i	i	0.5	i	55.2	i	i	i	i	i	i
Cc1ccc(CC(=O)NNC(=O)c2ccncc2)cc1C	i	i	-0.6	i	5.8	i	i	i	i	i	i
Cc1cc(C)nc(NS(=O)(=O)c2ccc(NC(=O)C3CC3)cc2)n1	i	i	0.1	i	0.3	i	i	i	i	i	i
O=C(Cc1ccccc1)NNC(=S)NC(=O)c1cccnc1	i	i	0.5	i	50.2	i	i	i	i	i	i
Cc1ccc(C)c2nc3sc(C(=O)O)cc3cc12	i	i	0.7	i	59.5	i	i	-7*	i	i	i
Cc1ccc(C(=O)Nc2nc3ccccc3n3nnnc23)cc1	i	i	0.5	i	3.0	i	i	i	-10.9*	i	i
Cc1[nH]nc2nc(SCC(=O)NCC3CCCO3)n(-c3ccc(Br)cc3)c(=N)c12 (configuration not stated)	i	i	-0.1	i	14.3	i	i	i	i	i	i
Cc1ccc(C(=O)NCCSc2snnc2C)cc1	i	i	0.8	i	35.1	i	i	i	i	i	i
COc1ccccc1C(=O)NC(=O)COC(=O)c1ccc([N+](=O)[O-])cc1Cl	i	i	-0.1	i	13.7	i	i	i	i	i	i
Cc1ccc(NC(=O)C(C)c2cccc(C(=O)c3ccccc3)c2)cc1 (configuration not stated)	i	i	0.1	i	15.7	i	i	i	i	i	i
CN(C)Cc1nc2c(c(=O)[nH]1)C(C)(C)Cc1ccccc1-2	i	i	0.0	i	1.0	i	i	i	i	i	i
Cc1ccc(O)c(C2=NOC(O)(C(F)(F)F)C2)c1 (configuration not stated)	i	i	-0.1	i	2.0	i	i	i	i	i	i
Cc1ccc(S(=O)(=O)Nc2ccc(Nc3ccccc3)cc2)cc1	i	i	-1.1	i	-97.3*	i	i	i	i	i	i
CCCc1nc(-c2ccccc2O)n(-c2ccccc2)n1	i	i	-0.7	i	-3.3	i	i	i	i	i	i
Cc1cc(NC(=S)NC(=O)C2CC2)ccc1Br	i	i	1.3	.	8.7	i	i	i	i	i	i
COc1ccc(S(=O)(=O)Nc2ccccc2C(=O)N2CCOCC2)cc1C	i	i	-23.0	i	-20.5	i	i	i	i	i	i
CCOc1cc(C(=O)Nc2ccccc2F)cc(Br)c1OCC	i	i	0.1	i	24.1	i	i	i	i	i	i
Cc1cccc(C(=O)Nc2nnc(SCC(=O)NC3CC3)s2)c1	i	i	1.1	i	7.6	i	i	i	i	i	i
C/C=C/C=[N+](\[O-])C(C)/C(=N/O)c1ccc(F)cc1 (configuration not stated)	i	i	-0.3	i	0.9	i	i	i	i	i	i
Cc1cc(S(=O)(=O)N2CCCC2)ccc1OCC(=O)NCc1ccccn1	i	i	0.1	i	20.2	i	i	i	i	i	i
CCc1cccc2c(C#N)cn(CC(=O)NCCOC)c12	i	i	0.9	i	1.0	i	i	i	i	i	i
COc1ccc(NC(=O)CC2SC(=N)N(c3ccccc3)C2=O)c(OC)c1 (configuration not stated)	i	i	0.3	i	29.4	i	i	i	i	i	i
C=CCn1c(SCC(=O)NC2CCCCC2)nnc1-c1cccnc1	i	i	0.2	.	-1.4	i	i	i	i	i	i
O=C(Nc1ccc(C(=O)N2CCCCC2)cc1)c1ccc(Br)cc1	i	i	0.7	i	-29.6	i	i	i	i	i	i
O=C(N/N=C/c1ccc[nH]1)c1ccc([N+](=O)[O-])cc1	i	i	0.6	i	20.5	i	i	i	i	i	i
COc1ccc(SCCCn2c(=O)c3c(ncn3C)n(C)c2=O)cc1	i	i	0.0	i	17.2	i	i	i	i	i	i
CCNc1ccc(S(N)(=O)=O)cc1[N+](=O)[O-]	i	i	-0.4	i	19.2	i	i	i	i	i	i
c1ccc(-c2noc(C34CC5CC(CC(C5)C3)C4)n2)cc1	i	i	0.5	i	19.0	i	i	i	i	i	i
CCOC(=O)c1c(C)[nH]c(C=C2C(=O)CCCC2=O)c1O	i	i	-0.5	i	10.4	i	i	i	i	i	i
Cc1cccc(C)c1Nc1nnc(SCC(=O)Nc2ncc(C(F)(F)F)cc2Cl)s1	i	i	-1.5	i	-0.5	i	i	i	i	i	i
COc1ccc([N+](=O)[O-])cc1NC(=O)CCS(=O)(=O)c1ccc(Br)cc1	i	i	-0.8	i	8.2	i	i	i	i	i	i
Cc1cccc(NC(=O)c2cccc(NC3=NC4CS(=O)(=O)CC4S3)c2)c1 (configuration not stated)	i	i	0.0	i	25.0	i	i	i	i	i	i
O=C1CN(C(=O)OCc2ccccc2)c2ccccc2N1	i	i	2.6	i	13.9	i	i	i	i	i	i
CC(NS(=O)(=O)c1ccc(OCC(=O)N2CCOCC2)c(Cl)c1)c1ccccc1 (configuration not stated)	i	i	.	i	10.8	i	i	i	i	i	i
O=C(O)c1ccc2c(=O)n3c(nc2c1)/C(=C/c1ccc(OC(F)F)cc1OC(F)F)CC3	i	i	-0.9	i	24.7	i	i	i	i	i	i
COC(=O)c1c(NC(=O)c2ccco2)sc2c1C(C(=O)OC)CC2 (configuration not stated)	i	i	-0.3	i	1.2	i	i	i	i	i	i
c1ccc(-n2nnnc2SCc2cn3cccnc3n2)cc1	i	i	-0.4	i	5.9	i	i	i	i	i	i
Cc1ccc2c(c1)c1c3n2CCN(C=O)C3CCC1 (configuration not stated)	i	i	-1.4	i	14.8	i	i	i	i	i	i
CCN(CC)CCn1c(=N)n(CCOc2ccccc2)c2ccccc21	i	i	-0.8	i	39.4	i	-12.2*	i	i	i	i
COc1ccc(Br)cc1/C=N/Nc1ccc(Cl)c(C(=O)O)c1	i	i	-0.2	i	40.9	i	i	i	i	i	i
CCOc1ccc(CCNC(=O)COC(=O)/C=C/c2ccc(C)o2)cc1OCC	i	i	0.2	i	18.9	i	i	i	i	i	i
Cc1ccc(NC(=S)NCCN2CCOCC2)cc1F	i	i	-0.4	i	23.3	i	i	i	i	i	i
CCOc1ccc(S(=O)(=O)NCCC2=CCCCC2)c2ccccc12	i	i	-0.1	i	31.6	i	i	i	i	i	i
Cc1ccc(-c2nc(CS(=O)(=O)CC(=O)NC3CC3)c(C)o2)cc1	i	i	-0.9	i	4.7	i	i	i	i	i	i
CCOc1ncccc1C(=O)NCc1ccccc1	i	i	-0.5	i	17.7	i	i	i	i	i	i
COc1ccc(-c2csc(Nc3ccc(S(=O)(=O)Nc4cc(OC)nc(OC)n4)cc3)n2)cc1	i	i	0.0	i	28.6	i	i	i	i	i	i
OCCc1ccc(-c2ccc(Cl)cc2)o1	i	i	0.4	i	28.1	i	i	i	i	i	i
CCCOc1ccc(N2C(=O)CC(N3CCN(c4ccccc4OC)CC3)C2=O)cc1 (configuration not stated)	i	i	-0.6	i	8.8	i	i	i	i	i	i

Additional compounds:
compound	TRPC6 act	MrgX1 allo act	HIF act	PolyA inhibitor	AI-2 QS mod	TRPC4 agonist	TRPC6 inh	TRPC4 inh	MrgX1 antagonist	MrgX1 ag	TRPC4 potent
Cc1ccc(N(CC(=O)NC2CCCCC2)C(=O)CNC(=O)c2ccco2)c(C)c1	i	i	-1.2	i	.	i	i	i	i	i	i
Cc1cc(Cl)ccc1OC(C)C(=O)Nc1ccc(C(=O)Nc2ccccc2C(=O)O)cc1 (configuration not stated)	i	i	-0.4	i	44.5	i	i	i	i	i	i
Cc1ccc(NC(=O)C2CCN(S(=O)(=O)c3ccc4[nH]c(=O)oc4c3)CC2)cc1F	i	i	0.7	i	53.2	i	-5.78*	i	i	i	i
O=C(CNC(=O)c1ccc(Cl)cc1Cl)OCc1nc2ccccc2s1	i	i	0.8	i	2.3	i	i	i	i	i	i
CC(=O)c1c(C)n([O-])c2cc(C)ccc2[n+]1=O	i	i	1.6	i	-1.9	i	i	i	i	i	i
Cc1ccc(NC(=O)CSc2nnc(Cn3c(=O)sc4ccccc43)n2C)cc1	i	i	-0.1	i	11.8	i	i	i	i	i	i
CCOC(=O)CNC(=O)C1CCC(CNS(=O)(=O)c2cccc3nsnc23)CC1 (configuration not stated)	i	i	-0.4	i	35.3	i	i	i	i	i	i
Cc1csc2ncc(C(=O)NC(C)c3ccccc3)c(=O)n12 (configuration not stated)	i	i	0.0	i	20.8	i	i	i	i	i	i
Cn1cc(Cl)c(C(=O)OCC(=O)Nc2ccc(S(N)(=O)=O)cc2)n1	i	.	-0.1	i	29.8	i	i	i	.	.	i

Compound activity as filed in PubChem BioAssay.

This is a subset; the hit share may differ from the screen's.
